# Bioassay records (PubChem BioAssay)
# Apaf1 inhib – inhibitors of human Apaf-1 apoptosome; O14727; reconstituted apoptosome caspase-3 activity, DEVD-Rh110 fluorescence; inhibition, % at 20 µM; 0.71% of 330,000 active; active means inhibition of at least 40% at 20 µM;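 further: plate controls were DMSO wells for no effect and DEVD-CHO caspase inhibitor wells for full effect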
#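 Material: cell-free apoptosome with Apaf-1, procaspase-3 and caspase-9; Buffer or medium: Hepes pH 7.5 with detergent and BSA; Reagent: cytochrome c trigger plus (Z-DEVD)2-Rh110 caspase-3 substrate; Times: compound with Apaf-1, dATP, procaspase-3 30 min, then 50 min reaction, room temperature; Technique: Rh110 fluorescence intensity.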
# UBC13 polyUb – inhibitors of human UBC13 polyubiquitin chain formation. P61088. TR-FRET. inhibition, % at 20 µM. 0.47% of 330,000 active; in the data active means inhibition above about 45%, passing the limit was not always enough
# Target sequence (P61088 whole entry, looked up): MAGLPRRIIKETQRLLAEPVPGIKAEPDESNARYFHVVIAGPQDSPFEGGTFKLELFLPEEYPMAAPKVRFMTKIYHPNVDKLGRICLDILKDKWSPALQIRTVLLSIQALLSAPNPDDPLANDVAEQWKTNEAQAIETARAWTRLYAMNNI
# 697 NFkB inh – inhibitors of the PMA/ionomycin-induced NF-kB reporter in 697 B cells. 697 B-cell NF-kB luciferase reporter, 16 h. inhibition, % at 4 µM. 0.33% of 330,000 active. AID 435022; in the data active means inhibition above about 35%
# SENP8 inh – inhibitors of human SENP8 protease; Q96LD8; purified SENP8, Z-RLRGG-aminoluciferin cleavage, luminescence; inhibition, % at 10 µM; 1.2% of 330,000 active
# Target sequence (Q96LD8 whole entry, looked up): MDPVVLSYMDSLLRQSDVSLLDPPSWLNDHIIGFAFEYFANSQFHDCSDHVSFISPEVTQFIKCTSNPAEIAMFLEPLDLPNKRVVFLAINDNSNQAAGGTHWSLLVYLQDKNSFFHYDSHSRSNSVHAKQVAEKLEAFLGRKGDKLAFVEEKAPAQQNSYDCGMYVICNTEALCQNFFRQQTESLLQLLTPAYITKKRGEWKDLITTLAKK
# Jurkat NFkB inh – lowers PMA/ionomycin-induced NF-kB signal in Jurkat cells; inhibition, % at 4 µM; PMA/ionomycin-induced NF-kB luciferase reporter, luminescence; 0.53% of 330,000 active
# SENP7 inh – inhibitors of human SENP7 protease; Q9BQF6; recombinant SENP7, Z-RLRGG-aminoluciferin luminescence, 40 min; inhibition, % at 5 µM; 1.5% of 330,000 active;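 active means inhibition above about 50% at the single test dose, limit read from the data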;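 further: plate controls were DMSO with enzyme for no effect and no enzyme buffer wells for full effect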
# Target sequence (Q9BQF6 706-1050 limits assumed): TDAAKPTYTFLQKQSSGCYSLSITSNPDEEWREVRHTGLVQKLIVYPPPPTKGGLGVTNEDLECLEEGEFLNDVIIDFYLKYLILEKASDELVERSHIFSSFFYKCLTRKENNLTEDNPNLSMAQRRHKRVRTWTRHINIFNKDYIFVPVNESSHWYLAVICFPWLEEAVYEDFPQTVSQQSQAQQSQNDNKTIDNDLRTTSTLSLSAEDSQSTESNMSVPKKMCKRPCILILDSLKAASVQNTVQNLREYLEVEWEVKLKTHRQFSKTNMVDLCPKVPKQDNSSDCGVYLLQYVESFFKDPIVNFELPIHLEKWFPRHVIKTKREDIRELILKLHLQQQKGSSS
# Gli-Sufu antag – antagonists of Gli-Sufu signaling. AID 588413. inhibition, % at 5 µM. Sufu-KO-LIGHT fibroblasts, Gli luciferase reporter luminescence. 0.74% of 340,000 active;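 active means inhibition above about 55%, limit read from the data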;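 further: 0% = DMSO-treated cells and 100% = wells with medium but no cells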
# HKDC1 inhibitor – inhibitors of human hexokinase HKDC1; inhibition, % at 20 µM; Q2TB90; AID 493160; 0.16% of 340,000 active; recombinant HKDC1, G6PDH/diaphorase resazurin coupled fluorescence;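 active means inhibition above about 35% when tested at 20 µM, limit read from the data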;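 further: plate controls were DMSO wells with enzyme for no effect and DMSO wells lacking enzyme for full effect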
#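 Material: recombinant HKDC1 hexokinase; Amount: HKDC1 at 5 µg/mL; Medium: Tris pH 8.0 buffer with MgCl2, Tween-20, BSA, BME; Schedule: 90 min reaction incubation at room temperature, dark; Technique: coupled resazurin fluorescence, excitation 525 nm, emission 613 nm.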
# Active calls of the source: *. Unless noted, no stated cut-off is given here; in the data, active means inhibition above about 50%; inactive means the rest. Rows are unselected; about 3.6% have a hit in one of these screens.
SMILES,Apaf1 inhib,UBC13 polyUb,697 NFkB inh,SENP8 inh,Jurkat NFkB inh,SENP7 inh,Gli-Sufu antag,HKDC1 inhibitor
Cc1ccc(-c2cc(C(=O)N3CCN(C(=O)c4ccco4)CC3)no2)cc1,5,5,7,-4,-6,3,5,-10
CCN(Cc1ccccc1)C(c1cccc(C#N)c1)c1nnnn1C(C)(C)C (centres undefined),11,-2,8,-8,1,8,7,-7
Cc1c(NC(=O)COc2c(F)c(F)c(F)c(F)c2F)c(=O)n(-c2ccccc2)n1C,1,4,4,0,-6,4,28,-3
CCOC(=O)c1cc(NC(=O)CC(C)(C)CC(=O)O)ccc1N1CCCCC1,-8,0,16,7,10,6,38,-1
COc1ccc(S(=O)(=O)N2CCCc3ccccc32)cc1[N+](=O)[O-],10,-11,-17,-1,15,3,6,2
CCCCCCCCCCCCN1[C@@H](CC(C)=O)c2cc(F)ccc2S1(=O)=O,16,-8,-2,1,-5,-7,12,3
Cc1cc(=O)[nH]c(SCC(=O)N2CCc3ccccc3C2)n1,-12,18,0,-3,2,-13,2,-3
Nc1cc(C(=O)OCC(=O)N2CCCC2)ccc1Cl,-4,-1,10,-10,-27,8,-7,5
COc1cc2c(cc1OC)-c1cc(Nc3ccc4c(c3)OCCO4)nc(=O)n1CC2,17,-17,-12,-5,11,-7,34,1
CC1CCC/C(=N\NC(=O)COc2ccc(Cl)cc2Cl)C1 (centres undefined),-10,14,12,-1,3,9,-17,-3
CN1CCN(c2ccc(NC(=O)C(C)(c3ccccc3)c3ccccc3)cc2)CC1,8,4,-23,-7,-17,-2,7,6
Cc1cc(C)n2nc(C(=O)N3CCN(Cc4ccc5c(c4)OCO5)CC3)nc2n1,-2,-7,-7,-9,7,0,-2,4
CCc1ccccc1NC(=O)CSc1nnc([C@@H](N)Cc2ccccc2)o1,-3,9,11,-8,4,-4,-6,-8
COc1ccc(NC(=O)CN2CCOCC2)cc1S(=O)(=O)N1CCCCC1,-7,3,7,3,3,4,-7,-3
CCC(CC)C(=O)Nc1c2c(nn1-c1ccc(OC)cc1)CS(=O)C2 (centres undefined),-11,4,24,2,-7,0,-5,-8
Cc1ncc([N+](=O)[O-])n1CCOC(=O)c1ccc(Br)cc1,0,2,19,3,20,0,-1,8
CCCn1c(N)c(N(CCOC)C(=O)CSc2ccccc2)c(=O)[nH]c1=O,-7,6,5,1,12,-2,-8,-2
O=C(COc1ccc(Br)cc1CNC1CCCC1)Nc1ccccc1,10,13,-11,-3,-9,-11,30,0
COCCN(C(=O)COC(=O)/C(=C/c1ccccc1)NC(C)=O)c1c(N)n(Cc2ccccc2)c(=O)[nH]c1=O,-1,-10,9,-10,20,12,-2,-4
CC(C)(C)Cc1nnc(NS(=O)(=O)c2ccc([N+](=O)[O-])cc2)s1,4,-19,-13,1,-4,3,-14,1
Cc1cccc(N2CCN(CC(O)COc3ccccc3Cl)CC2)c1 (centres undefined),13,6,15,-1,-17,-3,6,-2
C=CCOc1ccc(C2C3=C(CCCC3=O)N(CC(=O)O)C3=C2C(=O)CCC3)cc1OCC,-12,-19,0,3,1,-1,-9,7
COc1ccc(-n2nc(C(=O)NCC3CCCO3)c3ccccc3c2=O)cc1 (centres undefined),-3,-9,-16,3,3,-1,-6,-2
CCOC(=O)CN1N=C(/C=C/c2ccc(C(C)C)cc2)CCC1=O,16,-13,-72,1,-76,0,-23,-8
O=c1c2c(-c3cccs3)csc2ncn1/N=C/c1ccccn1,3,3,8,-5,-15,-3,9,11
Cc1ccc(C(=O)N/C(=C\c2ccco2)C(=O)NCCCN2CCOCC2)cc1C,-2,-2,-13,1,-20,12,22,-2
O=C(CC(Cc1ccccc1)C(=O)O)Nc1cccc(C(F)(F)F)c1 (centres undefined),-3,3,-4,-4,9,-7,54,0
CCc1nc2ccc(C(=O)N(C)CC(=O)Nc3ccccc3C(F)(F)F)cc2nc1CC,-4,-5,3,7,9,-5,7,-4
Cc1noc(C)c1S(=O)(=O)N1CCC(C(=O)NCCc2ccc(S(N)(=O)=O)cc2)CC1,-23,4,17,4,-2,-2,4,6
COc1cc(C(c2c(O)nc(SC)[nH]c2=O)c2c(O)nc(SC)[nH]c2=O)cc(OC)c1OC,-3,-3,14,-10,4,9,9,-3
O=S(=O)(c1ccc(Cl)cc1)N1CCN(c2ccccn2)CC1,-1,-2,-16,0,-9,-2,12,-6
O=C(N/N=C/c1ccc2c(c1)OCO2)c1cccnc1,-5,0,-25,-7,-5,6,-14,-4
Cc1ccc(S(=O)(=O)N2CCN(C(=O)c3cccs3)CC2)c(C)c1,6,6,-15,6,2,4,4,-3
CC(=O)N1N=C(c2ccncc2)OC12CCCC2,1,2,-38,-8,-18,-2,25,-8
COc1ccccc1NC(=O)C1=C(C)Nc2nnnn2C1c1ccccn1 (centres undefined),-2,-6,11,-1,-1,-1,1,-5
COc1ccc(OC)c(CNc2ccc3c(c2)nc(C)n3C)c1,6,-2,-5,12,4,-3,-15,-2
O=S(=O)(Nc1nc2ccccc2nc1NCc1ccco1)c1ccc(Cl)cc1,2,-1,-14,0,0,-1,-19,12
O=C(Nc1ccc(Cl)cn1)c1cccc(OCc2ccccc2)c1,11,8,-11,-8,12,-5,-9,4
COc1ccc(N2CC(C(=O)N3CCN(c4ccccc4OC)CC3)CC2=O)cc1 (centres undefined),2,2,4,6,24,5,3,-4
CCN(C(=O)c1ccc(=O)n(C)n1)c1c(N)n(Cc2ccccc2)c(=O)[nH]c1=O,-5,-8,-6,1,-2,0,3,-5
O=C(c1cc(-c2ccccc2Cl)nc2ccccc12)N1CCOCC1,3,2,1,8,7,12,5,-5
Cc1cccc(NS(=O)(=O)c2cccc(C(=O)N3CCCC(C(F)(F)F)C3)c2)c1 (centres undefined),25,19,12,-1,6,-4,-3,-8
Cc1ccc(C(=O)N/C(=C\c2cn(C)c3ccccc23)C(=O)N2CCOCC2)cc1,-3,-20,2,-2,-13,3,10,-2
Cc1nn(-c2ccccc2)nc1C(=O)OCC(=O)N1CCC(C)CC1,-10,5,5,6,14,2,-7,3
CCCS(=O)(=O)N1CCCC(C(=O)NCC2CCCO2)C1 (centres undefined),7,-11,-2,1,-9,1,7,-6
CCc1nnc(SCc2cn3c(C)cc(C)nc3n2)n1N,-10,17,24,-1,11,-3,11,-4
COC(=O)c1nc(-c2ccccc2)n[nH]1,-15,3,16,-6,-13,-4,4,0
COc1ccc(OC)c(S(=O)(=O)N2CCCC(C(=O)N3CCOCC3)C2)c1 (centres undefined),1,4,3,6,-14,3,13,2
Clc1cccc(Nc2c3c(nc4ncnn24)CCC3)c1,-10,20,-15,-1,0,-3,5,-3
CC(C)(C)C(=O)NC1(C(F)(F)F)C(=O)Nc2c1c(=O)[nH]c(=O)n2Cc1ccco1 (centres undefined),5,-1,18,-9,8,-7,-4,4
O=C(CSCc1ccccc1)N1CCN(S(=O)(=O)c2ccc(F)cc2)CC1,-13,4,-23,-8,5,1,-4,-6
C=CCn1c(SCC(=O)NC2(C#N)CCCCC2)nnc1-c1ccncc1,4,0,13,-13,0,1,-10,-7
Cc1ccc(-c2c(C(=O)N(C)Cc3ccccc3)oc(=O)c3ccccc23)cc1,28,-7,11,-12,3,-2,21,3
Cc1ccc(S(=O)(=O)c2cc3ccccc3oc2=O)cc1,-17,5,5,-2,0,0,8,-1
O=C(CN1CCN(c2ccccn2)CC1)Nc1ccc2ccccc2c1,11,4,8,-6,8,-6,-7,8
COCCN(C(=O)COC(=O)/C=C/c1cccs1)c1c(N)n(Cc2ccccc2)c(=O)[nH]c1=O,6,3,14,8,6,4,-8,1
COc1ccc(NC(=O)CN2CCN(c3ccccn3)CC2)cc1Cl,7,2,1,-12,-17,-11,5,-3
O=C(CCS(=O)(=O)c1ccccc1)Nc1cccc(-c2nc3ccccc3s2)c1,2,6,-52,0,17,20,-50,-10
CCc1ccc(N(CC(=O)NC(C)(C)CC)C(=O)CCC(=O)Nc2nccs2)cc1,11,-2,10,5,16,-2,13,3
Cc1ccc(SCCNC(=O)c2ccc(CN3CCOCC3)cc2)cc1,-1,4,4,-3,8,0,9,-13
# Remaining list, next part:
SMILES,Apaf1 inhib,UBC13 polyUb,697 NFkB inh,SENP8 inh,Jurkat NFkB inh,SENP7 inh,Gli-Sufu antag,HKDC1 inhibitor
Cc1ccc(NC(=O)c2ccc(OC(=O)C(C)Oc3ccc(Cl)cc3C)cc2)cc1 (centres undefined),2,-2,-67,3,-66,6,-74,-10
Clc1c(-c2ccccc2)nc2ccccn12,-2,0,-90,55*,-93,54*,-31,5
Cc1c(Cl)cccc1NC(=O)N1CCCN(c2nc(-c3ccccc3)ns2)CC1,15,10,-23,-12,15,-4,14,-2
O=C(NCCc1c[nH]c2ccccc12)/C(=C/c1ccco1)NC(=O)c1ccco1,-1,-9,-7,-4,-8,-7,2,-4

# Exported with two lines to a compound: part of the list above
# Values in the order – Apaf1 inhib | UBC13 polyUb | 697 NFkB inh | SENP8 inh | Jurkat NFkB inh | SENP7 inh | Gli-Sufu antag | HKDC1 inhibitor
COC(=O)c1nc(-c2ccccc2)n[nH]1
→ -15 | 3 | 16 | -6 | -13 | -4 | 4 | 0
COc1ccc(OC)c(S(=O)(=O)N2CCCC(C(=O)N3CCOCC3)C2)c1 (centres undefined)
→ 1 | 4 | 3 | 6 | -14 | 3 | 13 | 2
Clc1cccc(Nc2c3c(nc4ncnn24)CCC3)c1
→ -10 | 20 | -15 | -1 | 0 | -3 | 5 | -3
CC(C)(C)C(=O)NC1(C(F)(F)F)C(=O)Nc2c1c(=O)[nH]c(=O)n2Cc1ccco1 (centres undefined)
→ 5 | -1 | 18 | -9 | 8 | -7 | -4 | 4
O=C(CSCc1ccccc1)N1CCN(S(=O)(=O)c2ccc(F)cc2)CC1
→ -13 | 4 | -23 | -8 | 5 | 1 | -4 | -6
C=CCn1c(SCC(=O)NC2(C#N)CCCCC2)nnc1-c1ccncc1
→ 4 | 0 | 13 | -13 | 0 | 1 | -10 | -7
Cc1ccc(-c2c(C(=O)N(C)Cc3ccccc3)oc(=O)c3ccccc23)cc1
→ 28 | -7 | 11 | -12 | 3 | -2 | 21 | 3
Cc1ccc(S(=O)(=O)c2cc3ccccc3oc2=O)cc1
→ -17 | 5 | 5 | -2 | 0 | 0 | 8 | -1
O=C(CN1CCN(c2ccccn2)CC1)Nc1ccc2ccccc2c1
→ 11 | 4 | 8 | -6 | 8 | -6 | -7 | 8
COCCN(C(=O)COC(=O)/C=C/c1cccs1)c1c(N)n(Cc2ccccc2)c(=O)[nH]c1=O
→ 6 | 3 | 14 | 8 | 6 | 4 | -8 | 1
COc1ccc(NC(=O)CN2CCN(c3ccccn3)CC2)cc1Cl
→ 7 | 2 | 1 | -12 | -17 | -11 | 5 | -3
O=C(CCS(=O)(=O)c1ccccc1)Nc1cccc(-c2nc3ccccc3s2)c1
→ 2 | 6 | -52 | 0 | 17 | 20 | -50 | -10
CCc1ccc(N(CC(=O)NC(C)(C)CC)C(=O)CCC(=O)Nc2nccs2)cc1
→ 11 | -2 | 10 | 5 | 16 | -2 | 13 | 3
Cc1ccc(SCCNC(=O)c2ccc(CN3CCOCC3)cc2)cc1
→ -1 | 4 | 4 | -3 | 8 | 0 | 9 | -13
Cc1ccc(NC(=O)c2ccc(OC(=O)C(C)Oc3ccc(Cl)cc3C)cc2)cc1 (centres undefined)
→ 2 | -2 | -67 | 3 | -66 | 6 | -74 | -10
